TAG inh – inhibitors of triacylglycerol accumulation; H9c2 cells, Nile Red lipid (TAG) fluorescence; cells loaded with 200 µM oleic acid; inhibition, % at 12.5 µM; actives 0.66% (n = 230,000); AID 651582;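 active = pattern-corrected inhibition of lipid staining of at least 50% with the nuclear-stain viability signal not falling by more than 50%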;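 also: 0% = DMSO wells and 100% = triacsin C control wells; some results filed as inactive read as strong as hits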
TAG inh DAPI viability – recorded beside TAG inh, whose call it bears; DAPI nuclei signal change (viability), lower = more cytotoxic, %;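 whole-well DAPI fluorescence read on a plate reader as a viability signal; minus 50 percent equals half of cells still viable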
An asterisk follows results filed as active.

[1] CCCCOC(=O)CSC1=C(C#N)C(c2ccccc2OC)C(C#N)C(=O)N1 (configuration not stated)
[2] CS(=O)(=O)N1CCC(C(=O)Nc2ccc(Cl)cc2Cl)CC1
[3] Cc1cc(C)n(-c2nnc3n2N=C(c2c[nH]c4ccccc24)CS3)n1
[4] C[C@H](CO)N1C[C@H](C)[C@H](CN(C)C(=O)Nc2ccc3c(c2)OCCO3)OCc2cnnn2CCCC1=O
[5] CCCCn1cc(SCC(=O)O)c2ccccc21
[6] CCCN(C(=O)COC(=O)CCOc1ccc(C)cc1)c1c(N)n(Cc2ccccc2)c(=O)[nH]c1=O

Assay by compound	1	2	3	4	5	6
TAG inh	-7	-1	-6	1	2	2
TAG inh DAPI viability	-7	2	-6	-1	-3	4

Another view of four compounds above.
[1] CCCCOC(=O)CSC1=C(C#N)C(c2ccccc2OC)C(C#N)C(=O)N1 (configuration not stated)
  TAG inh = -7	TAG inh DAPI viability = -7

[6] CCCN(C(=O)COC(=O)CCOc1ccc(C)cc1)c1c(N)n(Cc2ccccc2)c(=O)[nH]c1=O
  TAG inh = 2	TAG inh DAPI viability = 4

[2] CS(=O)(=O)N1CCC(C(=O)Nc2ccc(Cl)cc2Cl)CC1
  TAG inh = -1	TAG inh DAPI viability = 2

[5] CCCCn1cc(SCC(=O)O)c2ccccc21
  TAG inh = 2	TAG inh DAPI viability = -3

Other structures follow.
[7] CCOC(=O)C1=C(C)Nc2nc(=S)[nH]n2C1c1ccc(Cl)cc1 (configuration not stated)
[8] O=C(c1ccc(S(=O)(=O)N2CCOCC2)cc1)N(c1cccc(Cl)c1)C1C=CS(=O)(=O)C1 (configuration not stated)
[9] Cc1ccc(S(=O)(=O)NNc2nnc(C)c(=O)[nH]2)cc1
[10] COc1ccc(CC(=O)N(C)Cc2ccc(OC(F)F)cc2)cc1S(=O)(=O)N1CCOCC1
[11] CCC1CCCCN1C(=O)COc1c(Br)cc(Br)c2cccnc12 (configuration not stated)
[12] O=C(/C=C\Nc1ccc(S(=O)(=O)Nc2ncccn2)cc1)c1ccccc1

Assay by compound	7	8	9	10	11	12
TAG inh	-12	9	3	-14	-7	-5
TAG inh DAPI viability	9	1	2	5	1	4

[13] Cc1ccc(-n2c(C)cc(C(=O)CN3CCOCC3)c2C)cc1C
[14] Cc1ccc2nsnc2c1NC(=O)c1ccc(-c2cc(Cl)ccc2Cl)o1
[15] COc1ccc(NC(=O)CSc2nc3cccnc3n2C)cc1
[16] CON(C)C(=O)C[C@@H]1C[C@H](OC(=O)c2ccc([N+](=O)[O-])cc2)CN1C(=O)OC(C)(C)C
[17] CS(=O)(=O)N1CCN(c2ccccc2NC(=O)c2ccc([N+](=O)[O-])o2)CC1
[18] COc1ccc(NC(=O)C2CCCN(C)C2)cc1OCC(C)C (configuration not stated)

Assay by compound	13	14	15	16	17	18
TAG inh	19	-11	-11	-6	28	9
TAG inh DAPI viability	14	-7	-4	-2	-38	-10

[19] CSCCC(NC(=O)c1ccco1)C(=O)NCC(c1ccco1)N1CCCCC1 (configuration not stated)
[20] CCN(Cc1ccccc1)c1ccc(/C=N/N2CCOCC2)cc1
[21] COc1cc(NC(=O)C2CCCC2)c(OC)cc1Cl
[22] CC1CC(C)CN(CCCNC(=O)c2c(O)nc3ccccn3c2=O)C1 (configuration not stated)
[23] COc1ccccc1CNc1ccc2nnc(CCNC(=O)c3ccccc3)n2n1
[24] NC(=O)c1ccsc1NC(=O)CN1CCN(S(=O)(=O)c2ccccc2C(F)(F)F)CC1

Assay by compound	19	20	21	22	23	24
TAG inh	1	-3	-37	-17	2	3
TAG inh DAPI viability	4	4	17	11	1	4

[25] CCc1ccc(NC(=O)C(C)OC(=O)c2ccc(-n3cnnn3)cc2)cc1 (configuration not stated)
[26] COc1cc([N+](=O)[O-])ccc1NC(=O)COC(=O)CCOc1ccc(C)cc1
[27] CC(C)(C)c1ccc(N2C(=O)Cc3c2nc(N)c(C#N)c3N)cc1
[28] CCN(CC)S(=O)(=O)c1cccc(-c2nnc(SCc3nnc(-c4ccccc4)o3)n2C)c1
[29] COc1ccc(CCNC(=O)COC(=O)Cc2cccc(F)c2)cc1
[30] CC(=O)Oc1cc2c(C(C)=O)coc2c2ccccc12

Assay by compound	25	26	27	28	29	30
TAG inh	-6	4	20	-3	7	-14
TAG inh DAPI viability	2	5	-14	1	0	14

[31] O=C(CN1CCN(Cc2ccccc2)CC1)Nc1ccc(-n2cnnn2)cc1
[32] CC(=O)N1CCN(c2ccccc2NC(=O)Cc2ccc(Cl)cc2)CC1
[33] O=C(CSc1nnnn1C1CC1)N1CCN(c2cccc(Cl)c2)CC1
[34] Cc1ccc(C(=O)COC(=O)c2cc(=O)[nH]c3ccccc23)cc1
[35] COc1cc(OC)cc(C(=O)NCCN2C(=O)S/C(=C\c3cccs3)C2=O)c1
[36] CCOC(=O)c1cc2cc([N+](=O)[O-])ccc2oc1=O

Assay by compound	31	32	33	34	35	36
TAG inh	-1	2	11	-1	-2	3
TAG inh DAPI viability	7	9	-10	-1	-1	-10

[37] CCCCCCc1c(O)c2ccccc2[nH]c1=O
[38] O=C(NNc1ncc(C(F)(F)F)cc1Cl)c1ccc(Cl)c(Cl)c1
[39] COCCNC(=O)C1CCCN(S(=O)(=O)c2ccc3c(c2)CC(C)N3C(=O)C2CC2)C1 (configuration not stated)
[40] COc1cccc(-n2ccnc2SCC(=O)NCc2ccccc2)c1
[41] O=S(=O)(Cc1cc(NCc2ccccc2)nc(-c2ccccn2)n1)c1ccccc1
[42] O=C(OCCOc1cccc(Cl)c1)C1CCN(S(=O)(=O)c2ccccc2)CC1

Assay by compound	37	38	39	40	41	42
TAG inh	0	7	-3	4	-3	10
TAG inh DAPI viability	7	-1	1	-8	4	-8

[43] CC(=O)Nc1ccc2c(CSc3nnc(N)s3)cc(=O)oc2c1
[44] CC1CC(C)CN(c2nc(N(C)c3ccccc3)nc(N)c2[N+](=O)[O-])C1 (configuration not stated)
[45] CCOc1ccc(N/C=C/C(=O)c2ccc(C)cc2)c([N+](=O)[O-])c1
[46] CCN(CC)S(=O)(=O)c1ccc(OC)c(NC(=O)c2cc3c(=O)n4ccccc4nc3s2)c1
[47] COC(=O)CSc1nc(C)c2c(n1)CCCC2
[48] N=C(N1CCCc2ccccc21)N1CCCc2ccccc21

Assay by compound	43	44	45	46	47	48
TAG inh	-17	2	-13	21	-1	19
TAG inh DAPI viability	13	2	-7	115	6	-1

[49] Brc1nc(Br)n(Cc2ccccc2)n1
[50] CCNS(=O)(=O)c1ccc(CCC(=O)NCc2ccc3c(c2)OCO3)cc1
[51] O=C(NC[C@@H]1CCCO1)c1cccc2c1C(=O)c1ccc(Cl)cc1S2(=O)=O
[52] O=C(Nc1ccccc1)C1CCCCN1S(=O)(=O)c1ccccc1 (configuration not stated)
[53] Cc1ccc(S(=O)(=O)NC(=O)COc2ccccc2C)c(C)c1
[54] c1ccc(COC2CCCN(Cc3nc(-c4cnccn4)no3)C2)cc1 (configuration not stated)

Assay by compound	49	50	51	52	53	54
TAG inh	-7	-2	-2	1	11	19
TAG inh DAPI viability	3	-6	-8	-2	3	-32

[55] O=C(O)CSc1nnnn1C1CCCCC1
[56] Cn1c(=O)oc2cc(S(=O)(=O)Nc3ccc4c(c3)OCO4)ccc21
[57] O=C(Nc1nccs1)c1cncc(Br)c1
[58] Cc1ccc(-c2ccc(CN3C(C(C)C)C(=O)N(Cc4cn(CCC5OCCCO5)nn4)CCS3(=O)=O)cc2)cc1 (configuration not stated)
[59] CCCCn1c(N)c(N(CC(C)C)C(=O)c2ccc(Br)o2)c(=O)[nH]c1=O
[60] CCC(=O)NC1(C(F)(F)F)C(=O)Nc2c1c(=O)[nH]c(=O)n2CC(C)C (configuration not stated)

Assay by compound	55	56	57	58	59	60
TAG inh	-11	1	3	-37	4	-6
TAG inh DAPI viability	4	7	-3	7	-7	10

[61] Cc1ccc(C)c(NC(=O)CN(C)C(=O)c2ccc3ncsc3c2)c1
[62] COc1ccc(CCN=C(N)NS(=O)(=O)c2ccc(OC)cc2)cc1
[63] CC1CCCCN1C(=O)c1cc2ccccc2cc1O (configuration not stated)
[64] Nc1ccc2c(c1)C(=O)N(CC1CCCO1)C2=O (configuration not stated)
[65] Cc1ccc2c(c1)CO[C@@]21O[C@H](CCO)C[C@H](O)[C@H]1O
[66] Cc1cccc(C(=O)NCC(=O)OCC(=O)NCCNC(=O)COC(=O)CNC(=O)c2cccc(C)c2)c1

Assay by compound	61	62	63	64	65	66
TAG inh	-2	6	3	-12	0	-11
TAG inh DAPI viability	0	-3	-8	2	7	5

[67] Cc1c(NC(=O)CN(C)CC(=O)Nc2ccc(F)c(F)c2F)c(=O)n(-c2ccccc2)n1C
[68] CCCN=C(C)c1c(-c2ccccc2)[nH]n(-c2nc3ccccc3s2)c1=O
[69] CCOc1ccccc1OCC(=O)Nc1ccc2[nH]c(=O)[nH]c2c1
[70] O=C1CC2CS(=O)(=O)CC2N1C1CCCCC1 (configuration not stated)
[71] COC(=O)CCC(=O)N1CCCC(N2CCN(c3ccc(OC)cc3)CC2)C1 (configuration not stated)
[72] CCOC(=O)N1CCC(c2cc(=O)n3[nH]cc(C(=O)OC)c3n2)CC1

Assay by compound	67	68	69	70	71	72
TAG inh	2	30	4	-6	13	-1
TAG inh DAPI viability	-6	-13	2	-2	2	-3

[73] COc1ccccc1S(=O)(=O)Cc1ccc(C(=O)NCc2ccc3c(c2)OCO3)o1
[74] COc1cc([N+](=O)[O-])cc(/C=N/NC(=O)Cn2nccc2C)c1O
[75] Cc1sc2ncnc(SCC(=O)NC3CCS(=O)(=O)C3)c2c1C (configuration not stated)
[76] COC(=O)CSc1nc(SC)nc2c1sc1nc(-c3ccco3)c3c(c12)CC(C)(C)OC3
[77] O=C(Nc1ccc(OC(F)F)c(Cl)c1)Nc1ccc2c(c1)OCO2
[78] CS(=O)(=O)N(CC(=O)Nc1ccccc1Sc1ccccc1)c1ccc(F)cc1

Assay by compound	73	74	75	76	77	78
TAG inh	1	1	-3	15	-6	7
TAG inh DAPI viability	4	-2	7	-7	1	0

[79] CCOC(=O)c1sc2ncn(CC(=O)Nc3cc(C)on3)c(=O)c2c1C
[80] COc1cc(/C=N/NC(=O)C(=O)N2CCCCCC2)ccc1O
[81] CC1(C)CC(=O)C2=C(C1)Nc1nc(SCCN3CCOCC3)[nH]c(=O)c1C2c1cccs1 (configuration not stated)
[82] CCc1sc(N(C(=O)Cc2ccccc2)c2ccc(F)cc2)nc1-c1ccccc1
[83] CCCCOC(=O)Nc1nc2ccccc2s1
[84] COc1ccc2[nH]c3c(c2c1)CCN1C(=O)C(CC(=O)NCc2ccc(OC)c(OC)c2)C[C@H](C(=O)N2CCCCC2)[C@@]31CCc1ccccc1 (some centres not stated)

Assay by compound	79	80	81	82	83	84
TAG inh	7	11	4	-26	0	22
TAG inh DAPI viability	0	-2	-7	15	9	-6

[85] CC(Sc1nnc(C2CC2)n1-c1ccccc1)C(=O)N1CCCC1 (configuration not stated)
[86] c1ccc(-c2nc3ccccn3c2NCc2ccc3c(c2)OCO3)cc1
[87] Cc1cc2oc(C(=O)Nc3ccc(S(N)(=O)=O)cc3)c(C)c2cc1Cl
[88] COc1cc(C(=O)NC(=S)Nc2ccc(Cl)c(C(=O)O)c2)cc(OC)c1OC
[89] COc1ccc(NC(=O)c2cc3cc(OC)ccc3oc2=N)cc1
[90] CCOc1ccc(OCC(=O)N(CCC2=CCCCC2)c2c(N)n(Cc3ccccc3)c(=O)[nH]c2=O)cc1

Assay by compound	85	86	87	88	89	90
TAG inh	-2	3	10	6	6	-8
TAG inh DAPI viability	-1	43	-6	-9	-6	-1

[91] CCc1c(C)nc2cc(-c3cc(OC)cc(OC)c3)nn2c1N1CCN(CCN2CCOCC2)CC1
[92] CC1(C)C(C#N)=C(N)Oc2c1c(=O)oc1ccccc21
[93] Cc1cccc(C(=O)OCC(=O)N2CC(C)CC(C)C2)c1C (configuration not stated)
[94] COc1ccc2c(c1)CCC1=C2NC(=S)NC1c1ccc(N(C)C)cc1 (configuration not stated)
[95] O=C(c1ccccc1)c1cnc2ccc(Cl)cc2c1N1CCOCC1
[96] COc1ccc(CC(N)c2csc(NC(=O)NCc3ccccc3)n2)cc1 (configuration not stated)

Assay by compound	91	92	93	94	95	96
TAG inh	40	11	-4	-62	-14	53*
TAG inh DAPI viability	5	-7	4	18	-17	-31*

[97] Cc1ccc(C(=O)Nc2ccccc2)cc1S(=O)(=O)Nc1ccc(Cl)cn1
[98] COc1ccc(C(CNC(=O)c2ccco2)N2CCOCC2)cc1 (configuration not stated)
[99] COC(=O)c1cc(OC)c(OC)cc1NC(=O)CSCc1c(C)noc1C
[100] CCCCN1CC(COCc2ccccc2)Oc2cccc(Oc3ccc(OC)cc3)c2S1(=O)=O (configuration not stated)
[101] CS(=O)(=O)c1ccc(C(=O)NNC(=O)c2cccs2)cc1
[102] O=C(OCC(=O)N1CCN(C(=O)c2ccco2)CC1)c1cc(-c2ccccc2)nc2ccccc12

Assay by compound	97	98	99	100	101	102
TAG inh	-12	5	-9	2	-4	-10
TAG inh DAPI viability	2	1	1	-2	-5	-3

The list is partial. The share of hits here may be higher or lower than overall.
